MITF TRPM1 HTS: activators of MITF-driven TRPM1 promoter activity in SK-MEL-5 cells | SK-MEL-5 TRPM1-promoter luciferase, 24 h; % of positive control, neutral wells = 0 | activation, % at 12.5 µM | 300,000 compounds, 0.75% hits;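 active means mean activation of at least 80% with every replicate also reaching 80%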;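 further: 0% = neutral control wells and 100% = parthenolide positive control wells; values of inactives mirror those of a sister screen read the other way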
PvdQ acylase: blocks Pseudomonas aeruginosa PvdQ acylase activity. purified PvdQ acylase, fluorescence plate reader. inhibition, % at 10 µM. 340,000 compounds, 0.063% hits. AID 488965; in the data active means inhibition above about 30%, passing the limit was not always enough;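 further: 0% = vehicle neutral wells and 100% = reference inhibitor wells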
SR-BI HDL uptake: blocks mouse SR-BI lipid uptake from DiI-HDL; Q61009; ldlA[mSR-BI] CHO cells, DiI-HDL uptake fluorescence, 3 h; inhibition, % at 12.5 µM; 320,000 compounds, 0.96% hits;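 active means mean replicate inhibition of at least 70% and a set share of replicates each scoring 70 or more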;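 further: 0% = median of neutral control wells and 100% = median of positive control wells; values of inactives mirror those of a sister screen read the other way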
CDK5 inh: inhibitors of human CDK5/p35 kinase | Q00535+Q15078 | Recombinant CDK5/p35, ADP-Glo luminescence, 60 min | inhibition, % at 10 µM | 330,000 compounds, 0.01% hits | AID 488839;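 active means highest replicate inhibition of at least 50% and at least 75% of replicates reaching 50%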;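 further: plate controls were DMSO neutral control for no effect and GW8510 at 10 µM for full effect; many of its hits are not listed in these tables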
Target sequence (Q00535 whole entry, looked up): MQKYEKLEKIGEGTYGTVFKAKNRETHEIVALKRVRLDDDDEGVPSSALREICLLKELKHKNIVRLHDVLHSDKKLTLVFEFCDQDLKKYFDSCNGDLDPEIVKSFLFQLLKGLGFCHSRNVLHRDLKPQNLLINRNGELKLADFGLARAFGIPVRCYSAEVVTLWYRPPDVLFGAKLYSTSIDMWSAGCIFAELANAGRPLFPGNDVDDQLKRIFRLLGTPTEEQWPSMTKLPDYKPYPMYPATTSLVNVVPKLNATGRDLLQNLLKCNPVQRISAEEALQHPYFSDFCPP
Target sequence (Q15078 whole entry, looked up): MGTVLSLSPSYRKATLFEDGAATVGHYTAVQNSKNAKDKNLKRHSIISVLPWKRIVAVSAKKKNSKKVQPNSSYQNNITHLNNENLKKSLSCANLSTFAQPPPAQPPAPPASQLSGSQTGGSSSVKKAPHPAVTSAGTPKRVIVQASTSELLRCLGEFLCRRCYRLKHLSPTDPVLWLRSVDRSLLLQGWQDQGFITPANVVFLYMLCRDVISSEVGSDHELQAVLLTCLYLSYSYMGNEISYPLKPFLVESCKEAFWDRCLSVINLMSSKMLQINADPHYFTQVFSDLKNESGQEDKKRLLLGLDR
dFosB activator: activators of mouse delta FosB homodimer. purified delta FosB, TAMRA-CDK5 oligo fluorescence polarization; percent of positive-control signal above neutral wells. P13346. 340,000 compounds, 0.99% hits. activation, % at 25 µM;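 active means mean activation above about 17%, with every replicate also reaching it, limit read from the data, passing the limit was not always enough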;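 further: fluorescence polarization rise as delta FosB binds a TAMRA Cdk5 AP-1 oligo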
Target sequence (P13346 whole entry, looked up): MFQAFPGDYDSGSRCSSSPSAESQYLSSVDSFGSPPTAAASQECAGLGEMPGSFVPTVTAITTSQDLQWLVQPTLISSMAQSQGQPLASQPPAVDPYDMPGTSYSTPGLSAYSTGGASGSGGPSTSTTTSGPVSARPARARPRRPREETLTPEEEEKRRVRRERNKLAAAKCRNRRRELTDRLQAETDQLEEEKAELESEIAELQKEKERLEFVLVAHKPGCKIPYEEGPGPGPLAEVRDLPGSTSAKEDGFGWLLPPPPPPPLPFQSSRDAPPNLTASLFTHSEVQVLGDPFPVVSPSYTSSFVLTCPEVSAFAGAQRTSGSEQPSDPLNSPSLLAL
HTR5A ag ctr: HTR5A agonism, opioid heterodimer counter-screen | AID 504692 | P47898 | activation, % at 9.3 µM | 340,000 compounds, 0.61% hits | HTR5A agonist assay, luminescence, cell-based; in the data active means activation mostly above about 9.5%, no sharp cut-off; inactive means mostly below about 7.6%;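 further: 0% = cells with vehicle only and 100% = reference agonist; strong numbers were not always called active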
SR-BI uptake up: activators of SR-BI mediated HDL lipid uptake. CHO ldlA[mSR-BI] cells, DiI-HDL uptake fluorescence, 3 h; 100 = double the neutral-control signal. activation, % at 12.5 µM. 320,000 compounds, 0.096% hits;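 active means mean replicate activation of at least 60% and every replicate at or above 60%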;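 further: 0% = median plate neutral-control signal and 100% = twice that signal; values of inactives mirror those of a sister screen read the other way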
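Material: SR-BI-overexpressing, LDLR-lacking CHO cells; schedule: compound exposure 3 h, 37 °C; reagent: DiI-labelled HDL at 10 µg/mL final; technique: bottom-read fluorescence, 550/595 nm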
Rtt109 Vps75: inhibitors of Candida albicans Rtt109/Vps75 histone acetyltransferase | Q5AAJ8 | purified Rtt109/Vps75, ThioGlo CoA-SH fluorescence, 4 h | inhibition, % at 34.9 µM | 330,000 compounds, 0.16% hits | AID 540336;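 active means inhibition of at least 50% in every replicate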
RTF Ca sens act: cardiac RTF calcium sensitization; P19429+P45379; IANBD-labeled TnC RTF fluorescence at EC20 calcium; 0% EC20 calcium, 100% full calcium; activation, % at 7.2 µM; 340,000 compounds, 0.24% hits; AID 493008;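 active means activation above the mean over all tested compounds plus 3 SD, cut at about 30% in these data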;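 further: rise in fluorescence read as greater calcium sensitivity of cardiac thin filaments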
Wnt bcat act: Wnt/beta-catenin pathway activation; Wnt/beta-catenin reporter cell assay, activator, plate reader; activation, % at 9.35 µM; 300,000 compounds, 1.2% hits; AID 743398; in the data active means activation above about 30%, passing the limit was not always enough;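 further: 0% = neutral control wells and 100% = positive control wells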
* = called active by the depositor; . = not tested or not shown.

SMILES	MITF TRPM1 HTS	PvdQ acylase	SR-BI HDL uptake	CDK5 inh	dFosB activator	HTR5A ag ctr	SR-BI uptake up	Rtt109 Vps75	RTF Ca sens act	Wnt bcat act
CCCCN1C(Nc2ccccc2)=NC[C@@H]1CC(C)C	6	-3	-16	1.0	3	-2	16	1	-2	0
Clc1cccc(Cl)c1Cn1cnc2c(NCc3ccco3)ncnc21	-2	-3	0	-0.2	5	-2	0	-7	-1	-5
CCc1ccc(NC(=O)CS(=O)CC(=O)Nc2ccc(F)cc2F)cc1 (configuration not stated)	-6	-10	-15	1.2	-4	1	15	12	-1	.
COc1ccc(CNC(=O)C/C(C)=N/NC(=O)COc2cccc(C)c2)cc1	-8	-11	22	0.2	-4	-2	-22	-5	-6	-2
CN(CC(=O)NCc1ccc(F)cc1)Cc1ccc(Br)cc1	-3	-7	.	-1.2	-1	2	.	-7	2	1
COc1ccc(-c2nc(NC(=O)C3CCN(c4nc5ccccc5o4)CC3)sc2C)cc1	.	-2	-45	0.1	-13	5	45	-12	3	-5
COCCN1CC(O)=C(c2nc3ccccc3c(=O)[nH]2)C1=N	5	-5	11	-1.6	-8	10	-11	-3	1	10
COCCN1C(=O)c2oc3ccccc3c(=O)c2C1c1cccc(O)c1 (configuration not stated)	0	-6	-10	1.5	7	-6	10	0	3	1
COCCOC(=O)c1[nH]c2c(c1C)C(=O)CC(c1cc(OC)ccc1OC)C2 (configuration not stated)	-14	-10	62	-3.7	-7	0	-62	-3	10	-7
O=C(NNC(=S)NCc1ccccc1)c1ccc(OC(F)F)cc1	-3	-5	-5	3.6	-5	1	5	2	12	.
O=C(Nc1cccc(C(=O)O)c1)/C(=C\c1ccc2c(c1)OCO2)NC(=O)c1ccccc1	6	8	-2	1.8	4	.	2	13	.	-1
O=C(O)C(=Cc1cc2c(cc1[N+](=O)[O-])OCO2)c1cc2c(cc1Br)OCO2	4	8	-11	-1.0	-1	4	11	-13	-5	-1
CC(C)(C)C1=CC(O)(c2ccccc2)C=C(C(C)(C)C)C1=O	-4	-16	.	-0.3	0	7	.	2	1	-1
Cn1nnnc1SCC(=O)NC(C)(C)C	4	-1	-10	-1.4	-2	2	10	-3	5	.
COC(=O)c1ccc(C2NC(=O)CCC2[N+](=O)[O-])cc1 (configuration not stated)	.	1	-2	0.5	-3	-4	2	6	-2	1

Reprinted at random: 4 compounds from above.
SMILES	MITF TRPM1 HTS	PvdQ acylase	SR-BI HDL uptake	CDK5 inh	dFosB activator	HTR5A ag ctr	SR-BI uptake up	Rtt109 Vps75	RTF Ca sens act	Wnt bcat act
Clc1cccc(Cl)c1Cn1cnc2c(NCc3ccco3)ncnc21	-2	-3	0	-0.2	5	-2	0	-7	-1	-5
CN(CC(=O)NCc1ccc(F)cc1)Cc1ccc(Br)cc1	-3	-7	.	-1.2	-1	2	.	-7	2	1
COCCN1C(=O)c2oc3ccccc3c(=O)c2C1c1cccc(O)c1 (configuration not stated)	0	-6	-10	1.5	7	-6	10	0	3	1
O=C(O)C(=Cc1cc2c(cc1[N+](=O)[O-])OCO2)c1cc2c(cc1Br)OCO2	4	8	-11	-1.0	-1	4	11	-13	-5	-1

(list continues)
SMILES	MITF TRPM1 HTS	PvdQ acylase	SR-BI HDL uptake	CDK5 inh	dFosB activator	HTR5A ag ctr	SR-BI uptake up	Rtt109 Vps75	RTF Ca sens act	Wnt bcat act
Cc1cc(C(=O)NC2=NCCS2)c2ccccc2n1	-8	-5	-25	-1.4	1	-2	25	-3	6	-1
COc1cccc(N=Nc2ccc3cccnc3c2O)c1	-39	-15	37	-0.7	-13	2	-37	4	-5	-3
CCCn1c(SCC(=O)N2CCN(c3ccccc3)CC2)nc2ccccc2c1=O	-6	7	-18	-0.4	-8	-4	18	-5	0	-3
O=C(CN1C(=O)C(=O)N(Cc2ccccc2)C1=O)Nc1ccc(OC(F)F)cc1	0	-9	-18	-0.5	-4	0	18	7	0	-1
Cn1cccc1Cc1nnc(SCC(=O)Nc2cccc(F)c2)n1CCc1ccccc1	-22	11	-2	0.2	-11	0	2	16	5	-5
CC(C)(C)c1ccccc1NC(=O)CN1C(=O)NC2(CCCCCC2)C1=O	5	-2	-39	-0.9	-9	-1	39	-3	8	0
CSCCC(=O)N(C)CC1CCCN(CCc2cccc(C(F)(F)F)c2)C1 (configuration not stated)	.	-19	-24	0.0	0	6	24	2	-2	1
O=C(Nc1ccc2c(c1)OCO2)N1CCCc2ccccc21	31	-12	5	-1.0	7	-3	-5	0	1	36*
COCCOC(=O)c1c(NC(=O)CSc2cccc[n+]2[O-])sc(C(N)=O)c1C	1	8	-4	-1.4	-5	1	4	.	6	0
Cc1ccccc1C(=O)c1cccn1CC(=O)NCc1cccc(Cl)c1	39	-5	12	1.5	-2	2	-12	-2	2	5
Cc1cc(N2CCCC2)ccc1NC(=O)COc1ccccc1	-1	-6	72*	0.4	8	6	-72	2	-14	-5
C=CCNc1nc(C(=O)OC(C)C(=O)c2ccc(C)cc2)cs1 (configuration not stated)	29	2	6	0.6	-12	-2	-6	6	1	22
CCCCN(C(=O)c1cccc(S(=O)(=O)N2CCN(C)CC2)c1)c1c(N)n(CCC)c(=O)[nH]c1=O	-5	7	-33	-1.4	-3	-1	33	-3	8	1
COc1ccc(S(=O)(=O)N2CCN3CCCC3C2)cc1 (configuration not stated)	10	-2	-6	2.1	2	2	7	-3	-4	0
O=C(Oc1coc(CSc2nnc(NC(=O)c3cccs3)s2)cc1=O)c1ccccc1	9	-25	-7	2.3	-14	-3	7	0	12	.
COc1cccc(/C=N/Nc2ncc(C(F)(F)F)cc2Cl)c1O	-33	-8	68	0.5	-3	2	-68	-7	6	.
CCN(CC)S(=O)(=O)c1ccc(C(=O)Nc2cc(C)on2)cc1	3	-16	1	-1.2	-1	1	-1	0	-4	1
Cn1c(=O)c2c(SCC(=O)N3CCN(c4ccccc4)CC3)nc(C3CC3)nc2n(C)c1=O	.	4	64	2.1	-4	-3	-64	-13	-1	-2
O=C(NNC(=O)c1ccc2nc[nH]c2c1)c1ccccc1	5	-17	5	0.3	-4	6	-5	3	-5	3
CCCN1CCN(C(=O)CCn2c(=O)c3cccn3c3cccnc32)CC1	3	13	18	-0.6	-7	3	-18	6	-3	0
COc1ccccc1N1CCN(S(=O)(=O)c2ccc(Cl)cc2)CC1	-11	-8	-1	0.5	-14	0	1	-6	1	0
c1ccc(CNC2=NCCC2)nc1	0	-11	12	-3.0	-6	-4	.	0	-2	3
Cc1cc(C)cc(OC(C)C(=O)Nc2ccc(S(=O)(=O)Nc3cc(C)nc(C)n3)cc2)c1 (configuration not stated)	-17	-6	-4	0.5	-4	-7	.	8	-4	.
COc1cc(C(=O)Nc2ccc(C)cn2)ccc1OCC(=O)N1CCOCC1	20	-1	6	-0.1	-5	-2	-6	-7	3	5
CC1CCN(CC(O)COCCOc2ccc(Br)cc2)CC1 (configuration not stated)	12	-16	1	1.5	-12	-2	-1	-1	9	-3
O=S(=O)(c1ccc(OCC(O)CN2CCC(Cc3ccccc3)CC2)cc1)N1CCOCC1 (configuration not stated)	2	-5	-37	-1.4	-17	3	37	0	7	-4
CCC(Sc1nc2cc(OC)c(OC)cc2c(=O)n1CCc1ccc(S(N)(=O)=O)cc1)C(=O)NCCOC (configuration not stated)	-4	-1	0	-2.1	-11	0	0	3	2	1
CCOc1cc(CNc2ccc3c(c2)CCC3)ccc1O	9	-10	-8	-0.1	-2	5	8	-5	2	.
O=C1C(Cl)=C(Oc2ccccc2)C(=O)c2ccccc21	-89	-8	13	6.3	-7	-4	-13	-2	-5	-5
CC(C)(C)NC(=O)COc1ccccc1C#N	-1	3	-7	-0.7	-3	2	7	6	1	-3
CCCCCCSc1ccc([C@@H]2[C@H]3C(=O)N(C)C(=O)[C@H]3[C@]3(C(=O)OC)CCCCN23)cc1	5	-8	46	1.8	-4	1	-46	7	3	-2
CCCCN(C(=O)c1ccncc1)c1c(N)n(CCC)c(=O)[nH]c1=O	-2	7	-14	-1.6	-3	8	14	20	-7	-2
O=C(O)CCC(=O)Nc1sc2c(c1C(=O)NC1CCCC1)CCCC2	3	-9	-14	-0.3	-13	3	14	-6	3	-1
COc1ccc(/C=C/c2nc3ccccc3n2Cc2ccc(OC)c(OC)c2)cc1	108*	8	46	0.1	-9	4	-46	6	-5	23
CC(=O)Nc1ccc(-c2nc3ccc(NC(C)=O)cc3o2)cc1	59	-9	11	-0.5	-25	-1	-11	3	-3	-2
N#Cc1cnc2c(-c3ccccc3)c(-c3ccccc3)nn2c1N	-9	-6	25	1.1	-3	5	-25	1	6	0
COc1ccc(N2CCN(Cc3nnc(-c4ccccc4)o3)CC2)cc1	-2	-11	-14	-1.4	2	-1	14	6	0	2
Cc1ccc(C2=[N+]([O-])C3(CCCCC/C3=N\O)N(O)C2(C)C)o1 (configuration not stated)	-1	5	-27	-0.2	-5	3	27	-5	-4	1
CC(C)[C@H]1CN=C2N(C[C@H](C)NC(=O)CCC3CCCCC3)[C@H](Cc3ccc(O)cc3)CN21	11	-10	2	1.1	7	6	-2	-16	-5	-2
CN(CC(=O)Nc1ccc(F)cc1[N+](=O)[O-])C1CCS(=O)(=O)C1 (configuration not stated)	-9	-17	-13	2.4	-8	2	13	-9	-1	0
C=CCN(CC=C)S(=O)(=O)c1ccc2nc(NC(=O)C(C)C)sc2c1	.	-13	66	1.0	-3	-4	-66	19	-5	-1
O=C(CCS(=O)(=O)c1cccc2nonc12)NCc1ccc(Cl)cc1	-8	9	-2	-0.5	-1	-4	2	3	1	2
Cc1ccc(NC(=O)c2ccc(S(=O)(=O)N3CCC(C)CC3)cc2)nc1	28	-2	24	0.2	-5	-1	-24	9	-3	6
CC(=O)N1CCCc2cc(S(=O)(=O)N3CCCC(C(=O)NCc4ccccc4Cl)C3)ccc21 (configuration not stated)	-12	-7	-14	-0.2	-7	-3	14	10	-2	0
CC(C)C(=O)Nc1cccc(NC(=O)c2ccc([N+](=O)[O-])cc2Cl)c1	11	-10	-2	1.3	3	2	2	4	6	2
CCN(CC(=O)Nc1ccccc1OC)C(=O)CSCc1ccc(C)cc1	-2	-2	9	-0.4	-12	3	-9	-2	0	-2
O=C(COc1ccc(Br)cc1Br)NC(=S)Nc1cccc(CO)c1	0	10	-18	-1.2	-1	0	18	-6	6	.
COc1ccccc1-c1sc2ccccc2c1-c1ccc(Br)nc1	-1	-8	65	0.7	-3	-5	-65	5	16	-4
O=c1[nH]c2ccccc2nc1-c1ccccc1	12	-14	-6	4.1	-6	-1	6	3	0	24
CCOC(=O)C1(Cc2ccccc2C(F)(F)F)CCN(C(C)COC)CC1 (configuration not stated)	.	11	-25	1.3	-8	7	25	-4	0	-2
CCC(C)[C@H](NC(=O)C1CC(=O)N(c2ccc3c(c2)OCO3)C1)C(=O)NC1CCCCC1 (some centres not stated)	2	-22	-6	-2.8	2	-1	6	-1	12	1
CN(Cc1ccccc1)C(=O)COc1cc(Cl)ccc1Cl	8	-21	16	-0.7	-7	2	-16	-4	-2	.
CS(=O)(=O)N(CC(=O)NCc1ccccc1Cl)c1cccc([N+](=O)[O-])c1	2	-5	3	1.8	6	-4	-3	.	-5	-2
Brc1cccc(C2CC(c3ccccc3)n3nnnc3N2)c1 (configuration not stated)	-15	-15	1	-0.9	-7	6	-1	16	-1	-7

High-throughput results: PubChem, several laboratories
